# Screening data deposited in PubChem by National Center for Advancing Translational Sciences (NCATS).
# Nrf2 block – Nrf2 qHTS screen for inhibitors. Potency, µM (top dose mostly 46 µM), without a hit: at the top dose activity change, negative = inhibition, most hits filed as inhibitors. A549 ARE-Fluc reporter, luciferase luminescence, 18-24 h. actives 2.1% (n = 360,000); also: potency is read from the fitted curve at half-maximal effect; % is scaled to controls: 0 for no effect and ±100 for the full control effect; nearly all actives have a fitted effect of over 60% in size
#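 Nrf2 function is reported as luminescence of an ARE-controlled luciferase in A549 cells. Compounds were tested at several concentrations, and a CellTiter-Fluor read on the same wells flagged cytotoxicity.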
# ATXN viability – Viability Counterscreen for Primary qHTS for Inhibitors of ATXN expression. actives 0.49% (n = 400,000). S2 cells (HEK-293 line with an ATXN2-luciferase reporter) viability, CellTiter-Fluor protease fluorescence, 24 h. Potency, µM (top dose mostly 56.7 µM), actives largely listed as cytotoxic. AID 651635, 2014; also: potency is read from the fitted curve at half-maximal effect; nearly all actives have a fitted effect of over 40% in size
# ATXN2 expr inh – Primary qHTS for Inhibitors of ATXN expression. Potency, µM (top dose mostly 57 µM), for inactives: at the highest dose activity change, negative = inhibition, actives largely listed as inhibitors. actives 0.72% (n = 360,000). AID 1745845, 2022. HEK-293 ATXN2-luciferase reporter, luminescence, 24 h; also: potency is read from the fitted curve at half-maximal effect; % is scaled to controls: 0 for no effect and ±100 for the full control effect; nearly all actives have a fitted effect of over 55% in size
#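 ATXN2-luciferase reporter cells (luciferase flanked by upstream and downstream ATXN2 gene portions) were treated 24 h at 37 °C with compounds at up to 57 uM. SteadyGlo luminescence gave expression; GF-AFC fluorescence gave viability.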
# HepG2 viability – qHTS for Inhibitors of TGF-b: Cytotox Counterscreen; HepG2 CAGA-GFP viability, ATP luminescence, 18 h; Potency, µM (titrated, usually from 46.1 µM), inactives show at the top dose activity change, negative = cytotoxicity, actives largely listed as cytotoxic; actives 0.76% (n = 410,000); AID 588856, 2011; also: potency is read from the fitted curve at half-maximal effect; some results filed as inactive show a strong effect at the top dose
#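 CellTiter-Glo luminescence gave cytotoxicity after 18 hours at 37 degrees C. The cells were HepG2 CAGA-GFP in 1% FBS DMEM, stimulated with 500 pg/mL TGF-beta after compound addition. %Activity was normalised to no-cell wells (complete cell-killing) and DMSO (no toxicity), and curves were fitted and classified.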
# TGFb SMAD3 inh – qHTS for Inhibitors of TGF-b; Potency, µM (top dose mostly 46.1 µM), without a hit: top-dose activity, negative = inhibition, actives largely listed as inhibitors; HepG2 CAGA-GFP TGF-b/SMAD3 reporter, GFP fluorescence, 18 h; TGF-beta stimulated, 500 pg/mL final; actives 1.2% (n = 410,000); also: potency is read from the fitted curve at half-maximal effect; % is scaled to controls: 0 for no effect and ±100 for the full control effect; nearly all actives have a fitted effect of over 65% in size
#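 First, reporter cells (HEPG2 CAGA-GFP) rested 2 h at 37 degrees C. Next, compounds were pinned in and TGF-beta added to 500 pg/mL final. After 18 h, GFP was imaged per cell and summed per well.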
# Nrf2 ARE act – qHTS of Nrf2 Activators; AREc32 ARE-luciferase reporter (MCF7-derived line), luminescence, 24 h; AID 624171, 2012; Potency, µM (top dose mostly 46.1 µM), for inactives: at the highest dose activation, most hits filed as activators; actives 0.31% (n = 410,000); also: potency is read from the fitted curve at half-maximal effect; % of control where 0% means no effect; nearly all actives have a fitted effect of over 65% in size
#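 For detection, Steady-Glo was added and plates sat 30 min at RT; before that, AREc32_Fluc cells grown overnight in OPTI-MEM/5% FBS had been treated with 23 nL compound for 24 hr at 37 deg C.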
# IL-1B inflam inh – qHTS for Inhibitors of Inflammasome Signaling: IL-1-beta AlphaLISA Primary Screen; THP-1 LPS/ATP IL-1B secretion, AlphaLISA, 16 h; active compounds read low; activity change, % at 57.5 µM; actives 4.7% (n = 360,000); AID 743279, 2014; in the data active = activity change below about -50%; inconclusive = mostly about -30% to -49%; also: % is scaled to controls: 0 for no effect and ±100 for the full control effect
#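 Secreted IL-1B measured by AlphaLISA bead assay after 16 h compound exposure of THP-1 cells; compounds (final up to 57.5 uM) added 1 h before LPS (250 ng/mL) and ATP (1.25 mM) stimulation; lower signal means less secretion.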
# MCF10A rerep – A quantitative high throughput screen for small molecules that induce DNA re-replication in MCF 10a normal breast cells; MCF 10A DNA re-replication, Hoechst nuclear intensity, 48 h; Potency, µM (doses to about 46.1 µM), without a hit: top-dose activity, positive = re-replication, actives largely listed as activators; actives 2.9% (n = 350,000); also: potency is read from the fitted curve at half-maximal effect; % of control where 0% means no effect; nearly all actives have a fitted effect of over 50% in size
# A549 tox – Nrf2 qHTS screen for inhibitors: counterscreen for cytotoxicity; A549 ARE-Fluc cells, CellTiter-Fluor viability, 18-24 h; Potency, µM (top dose mostly 46 µM), for inactives: at the top dose activity change, negative = cytotoxicity, usual class: inhibitors; actives 0.16% (n = 390,000); AID 504648, 2011; also: potency is read from the fitted curve at half-maximal effect; % is scaled to controls: 0 for no effect and ±100 for the full control effect
#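 Cytotoxicity counterscreen: CellTiter-Fluor fluorescence was measured in A549 ARE_Fluc cells after 18-24 h of compound exposure in a concentration series. The subsequent BugLite luminescent read reports ARE-luciferase activity.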
# Active calls of the source: *; i = inactive; ? = inconclusive; . = not tested or not shown; & = joins results of further samples; [ ] = dose if it differs, or a comment. Unless noted, calls follow the shape of the dose curve; as a rule, active = well fitted curve in the direction sought with a large enough effect; inconclusive = small, poorly fitted or top-dose-only effect, or another doubt; inactive = no such curve, though single readings can be large; an effect the other way counts as inactive or inconclusive.
item	SMILES	Nrf2 block	ATXN viability	ATXN2 expr inh	HepG2 viability	TGFb SMAD3 inh	Nrf2 ARE act	IL-1B inflam inh	MCF10A rerep	A549 tox
1	CC1CC(C)CN(S(=O)(=O)c2ccc(NC(=O)CCNC(=O)c3ccc([N+](=O)[O-])cc3)cc2)C1 (stereo unspecified)	-24%	i	8%	-5%	?	-3.0%	15	19%	-3%
2	COc1ccc(C(=O)NCC(C)NC(=O)c2ccc(OC)c(Br)c2)cc1Br (stereo unspecified)	-5%	i	-10%	18%	0%	-0.4%	63	13%	0%
3	CCc1ccc(NC(=O)CN2CCN(C3CCCCC3)C(=O)C2=O)cc1	.	i	-7%	-4%	1%	0.3%	.	.	-1%
4	COCCCNC(=O)CCSc1ccc(Cl)cc1	16%	i	-7%	-22%	?	0.1%	16	0%	-5%
5	Cc1cc(C)nc(NC(=O)CCC2CCCC2)c1	-2%	i	1%	-18%	-4%	-0.7%	0	-3%	-1%
6	Cc1ccc(C2Nc3ccccc3C(=O)N2CCN2CCNC2=O)cc1 (stereo unspecified)	25%	i	7%	-1%	0%	0.1%	11	1%	4%
7	CCOc1ccccc1NC(=S)NCCc1ccccc1	-9%	i	.	-1%	-26%	-0.1%	1	5%	-5%
8	[O-]C(=C(C(=S)Nc1cccc2ccccc12)[n+]1ccccc1)c1ccc2c(c1)OCCO2	?	i	-22%	4%	12%	9.2%	16	23%	4%
9	NC(=O)c1c(NC(=O)c2cccnc2Cl)sc2c1CCCC2	8%	i	8%	3%	4%	3.9%	-3	11%	-10%
10	Cc1cc(C)nc(SCc2cc(=O)c(OC(=O)c3ccc(Br)o3)co2)n1	3%	i	1%	22%	-17%	2.1%	26	9%	19%
11	O=C(CN1CCCCC1)N1CCN(S(=O)(=O)c2ccccc2)C1	1%	i	4%	10%	-8%	0.2%	20	-6%	1%
12	Cc1ccc(S(=O)(=O)N2C(=O)CCC2C(=O)Nc2ccc3c(c2)OCCO3)cc1 (stereo unspecified)	17%	i	-33%	1%	0%	0.2%	7	-1%	6%
13	O=C(Nc1ccc(Cl)cc1C(F)(F)F)c1ccc(Cl)cc1	5%	?	8%	-24%	0%	0.3%	20	26%	-7%
14	Cc1cccc(N2CCN(S(=O)(=O)c3c(C)[nH]c(C)c3C(=O)N3CCCC3)CC2C)c1 (stereo unspecified)	-7%	i	-6%	3%	20%	-0.8%	-9	9%	-4%
15	CCCCn1cnc2c1c(=O)n(CC(=O)c1cc(C)n(C)c1C)c(=O)n2CC(C)C	.	i	-12%	-14%	3%	2.2%	-26	-1%	-12%
16	Nc1nc(N)c2c(ccc3c2ccn3Cc2cccc([N+](=O)[O-])c2)n1	.	?	?	-98%	3.5µM*	-4.8%	-109*	.	.
17	Cc1ccc(S(=O)(=O)C(CNC(=O)C(=O)NCCc2ccccc2)c2cccs2)cc1 (stereo unspecified)	.	i	-3%	-4%	3%	2.7%	.	.	13%
18	CCOC(=O)C1(Cc2cccc(F)c2)CCN(Cc2cnc(C)s2)CC1	-6%	i	-10%	2%	5%	-1.2%	9	-1%	0%
19	Cc1ccnc(NC(=O)COc2ccc(Cl)cc2)n1	23%	i	.	-20%	?	0.6%	-15	-1%	0%
20	COc1ccc(C)cc1NC(=O)C1CCCN(S(=O)(=O)c2ccc(-n3cnnn3)cc2)C1 (stereo unspecified)	?	i	-3%	-1%	3%	-0.3%	-29	4%	-4%
21	C[C@H](NC(=O)N1CCn2c1nc1ccccc12)C(=O)N1CCCCC1	-2%	i	30%	-1%	0%	-0.4%	-19	1%	0%
22	CC1(C)CCC[C@@]2(C)CC=C(C(=O)O)[C@@H]3C[C@]312	-15%	i	0%	-30%	-3%	0.4%	28	?	-17%
23	COc1ccc(C)cc1NC(=O)CSc1ccc(-c2ccco2)nn1	?	i	-2%	-16%	-20%	21%	i	-5%	-6%
24	O=C(COc1ccccc1Cl)N1CCNC1=O	10%	i	13%	-2%	-1%	-0.2%	-10	-4%	8%
25	COc1cc2ccccc2cc1C(=O)Nc1ccc2oc(-c3ccc(F)cc3)nc2c1	?	i	25%	-4%	10%	5.5%	.	.	-4%
26	O=C(COC(=O)[C@@H]1CCCN1S(=O)(=O)c1ccccc1F)c1ccccc1	5%	i	8%	-16%	6%	0.0%	11	?	1%
27	COC(=O)C[N+](C)(C)C/C=C\c1ccccc1	-3%	i	-21%	6%	-5%	0.3%	-12	2%	0%
28	O=C(Nc1cccc(O)c1)c1noc2c1CCCCC2	11%	i	?	-48%	-8%	0.1%	13	?	0%
29	CCCn1c(=O)c2c(nc3n2CCN3c2ccc(C)cc2)n(C)c1=O	28%	.	.	5%	1%	-0.5%	.	.	-1%
30	CC1CCN(S(=O)(=O)c2cccc(C(=O)N(C)C3CCS(=O)(=O)C3)c2)CC1 (stereo unspecified)	-9%	i	-1%	-2%	-1%	-0.2%	-10	0%	3%

# With a hit mark in IL-1B inflam inh, of those listed so far:
No. | Structure | TGFb SMAD3 inh | Nrf2 ARE act | IL-1B inflam inh
16 | Nc1nc(N)c2c(ccc3c2ccn3Cc2cccc([N+](=O)[O-])c2)n1 | 3.5µM* | -4.8% | -109*

# Of the compounds above, these have fluorine:
item	SMILES	Nrf2 block	ATXN viability	ATXN2 expr inh	HepG2 viability	TGFb SMAD3 inh	Nrf2 ARE act	IL-1B inflam inh	MCF10A rerep	A549 tox
13	O=C(Nc1ccc(Cl)cc1C(F)(F)F)c1ccc(Cl)cc1	5%	?	8%	-24%	0%	0.3%	20	26%	-7%
18	CCOC(=O)C1(Cc2cccc(F)c2)CCN(Cc2cnc(C)s2)CC1	-6%	i	-10%	2%	5%	-1.2%	9	-1%	0%
25	COc1cc2ccccc2cc1C(=O)Nc1ccc2oc(-c3ccc(F)cc3)nc2c1	?	i	25%	-4%	10%	5.5%	.	.	-4%
26	O=C(COC(=O)[C@@H]1CCCN1S(=O)(=O)c1ccccc1F)c1ccccc1	5%	i	8%	-16%	6%	0.0%	11	?	1%

# (more compounds)
item	SMILES	Nrf2 block	ATXN viability	ATXN2 expr inh	HepG2 viability	TGFb SMAD3 inh	Nrf2 ARE act	IL-1B inflam inh	MCF10A rerep	A549 tox
31	Cc1cccnc1C(NC(=O)C1CCN(Cc2ccc(Cl)cc2)CC1)c1ccc(F)cc1 (stereo unspecified)	.	?	?	-21%	-6%	7.3%	?	.	.
32	CC1CC=CC2C1C(=O)N(Cc1ccccc1)C2c1ccc2ccccc2c1-c1ccc(N(C)C)cc1 (stereo unspecified)	17%	.	.	-9%	-9%	.	.	.	0%
33	CCC(=O)NCCc1nc2cc(NC(=O)Nc3ccccc3)ccc2n1C	6%	i	-15%	-15%	-11%	-1.3%	2	3%	-1%
34	CCc1ccc(-c2cc(C)no2)cc1S(=O)(=O)NCCc1ccccc1	?	i	8%	-12%	?	1.5%	-13	?	-28%
35	Cc1cccc(/C=C/c2nc3ccccc3c(=O)[nH]2)c1	?	i	4%	3%	?	3.3%	3	8.2µM*	-7%
36	COc1ccc(NC(=O)CCCc2nnc3n(CCC(C)C)c(=O)c4sccc4n23)cc1Cl	-30%	.	.	-30%	?	4.3%	.	.	-11%
37	COc1ccc(CC2C(=O)OC(C)(C)OC2=O)c(Cl)c1OC	-9%	?	-36%	4%	10%	-0.8%	22	-1%	0%
38	Cc1[nH]c2ccc(C(=O)OCCN(C)C)cc2c1C	.	i	12%	20%	24%	3.5%	-3	1%	6%
39	O=C(Cc1ccccc1)Nc1sc2c(c1C(=O)Nc1ccccc1)CCCCC2	8%	i	29%	-13%	?	6.6%	.	.	5%
40	CCCCn1c(CCC(=O)O)nc2c1c(=O)[nH]c(=O)n2CCC	10%	i	-10%	-3%	1%	-0.3%	9	-2%	1%
41	N=c1sccn1CC(=O)NCCc1ccc(Cl)cc1	0%	i	-2%	-18%	0%	-0.1%	-6	5%	-1%
42	OCCC1CN(Cc2c(O)ccc3ccccc23)CCN1CCc1ccccc1 (stereo unspecified)	?	i	3%	-15%	-15%	20%	-6	7%	11%
43	CCOC(=O)C(=O)N/N=C/c1cccc(Br)c1	2%	i	46%[activator]	10%	1%	0.3%	-29	-1%	-8%
44	Nc1ccc(C(=O)NCC(=O)O)cc1	8%	i	-2%&10%	-7%	-11%	0.2%	6	-21%	0%
45	COc1ccc(C2C(C#N)=C(N)Oc3cc(C)n(Cc4ccncc4)c(=O)c32)cc1 (stereo unspecified)	2%	i	0%	12%	0%	-0.2%	-9	19%	-2%
46	C=CC[N+](C)(C)CCN1C(=O)C2C(c3ccccc3)C=CC(c3ccccc3)C2C1=O (stereo unspecified)	12%	i	29%	-2%	1%	0.1%	-6	0%	-8%

# Single entries from the list:
# compound 31 | HepG2 viability: -21%
# compound 24 | HepG2 viability: -2%
